Screening results deposited in PubChem by several laboratories.
CR mimetic SO = reduction of superoxide in aged yeast, primary screen, HTS; 330,000 tested, 0.18% active; S. cerevisiae aged cells, superoxide DHE fluorescence; hits give low values; superoxide response (% of plate mean), % at 10 µM;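 active = superoxide response under a set limit, about three screen SD below normal, cut at about 65% in these data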;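 note: yeast aged for seven days with compound at 30 °C before DHE staining; 100% = average MFI of all compound-treated wells on the plate with controls excluded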
AGP1 TOR yeast = modulators of AGP1-GFP expression in yeast TOR pathway, primary screen, cell-based, multiplex flow cytometry, S. cerevisiae, MLPCN library. 3 h; GFP as percent of DMSO wells. GFP response vs DMSO, % at 10 µM. 320,000 tested, 0.02% active. AID 2066, 2009;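 active = GFP response relative to DMSO above a set limit, near screen average plus 3 SD, cut at about 150% in these data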;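 note: median GFP channel fluorescence of the gated AGP1 strain per well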
Efflux pump inh = inhibitors of Candida efflux pumps in yeast, primary screen, S. cerevisiae, Nile Red, multiplex; S. cerevisiae Candida pump triplex; inhibition, % at 10 µM; 330,000 tested, 0.44% active;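 active = plate passing quality check with inhibition over a set limit, or well fluorescence over plate mean plus 4 SD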;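 note: Nile Red retained in pooled yeast measured as flow cytometry median fluorescence; 0% = buffer negative control and 100% = Enniatin B positive control; higher means more Nile Red kept so more efflux inhibition; some compounds called inactive have numbers as strong as hits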
CIT2-GFP yeast = modulators of CIT2-GFP expression in yeast, primary screen, S. cerevisiae, GFP fusion, multiplex flow cytometry, MLPCN library. 320,000 tested, 0.065% active. S. cerevisiae CIT2-GFP strain, 3 h; 100 means same as DMSO wells. GFP response vs DMSO, % at 10 µM;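 active = GFP response relative to DMSO above a set limit, near the screen mean plus 3 SD, cut at about 150% in these data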;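 note: ratio of well median GFP fluorescence to mean of DMSO wells on the plate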
LAP4-GFP MLPCN = modulators of LAP4-GFP expression in yeast, primary screen, S. cerevisiae, multiplex flow cytometry, MLPCN library; 3 h; median GFP as percent of DMSO wells; GFP response vs DMSO, % at 10 µM; 320,000 tested, 0.34% active; AID 2023, 2009;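 active = GFP response vs DMSO above a set limit, about the screen mean plus 3 SD, cut at about 150% in these data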
RPL19A-GFP yeast = RPL19A-GFP expression modulators in yeast, primary screen, cell-based, S. cerevisiae, multiplex flow cytometry, MLPCN. S. cerevisiae RPL19A-GFP strain, 3 h; hits give low values. percent response vs DMSO, % at 10 µM. 330,000 tested, 0.3% active;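 active = percent response vs DMSO below 50%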;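 note: median channel GFP fluorescence of the barcoded RPL19A-GFP strain; ratio of sample median GFP to plate DMSO average so 100% = DMSO; lower means less RPL19A-GFP as with rapamycin TOR inhibition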
AHR act = AHR activators, primary screen, cell-based, luminescence, luciferase reporter, human. activation, % at 5 µM. AID 2796, 2010. Aryl hydrocarbon receptor (Homo sapiens), P35869. AHR-responsive luciferase reporter cells. 320,000 tested, 2.5% active; in the data active = activation above about 47%;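 note: 0% = vehicle wells and 100% = reference agonist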
Target sequence (P35869 whole entry, looked up): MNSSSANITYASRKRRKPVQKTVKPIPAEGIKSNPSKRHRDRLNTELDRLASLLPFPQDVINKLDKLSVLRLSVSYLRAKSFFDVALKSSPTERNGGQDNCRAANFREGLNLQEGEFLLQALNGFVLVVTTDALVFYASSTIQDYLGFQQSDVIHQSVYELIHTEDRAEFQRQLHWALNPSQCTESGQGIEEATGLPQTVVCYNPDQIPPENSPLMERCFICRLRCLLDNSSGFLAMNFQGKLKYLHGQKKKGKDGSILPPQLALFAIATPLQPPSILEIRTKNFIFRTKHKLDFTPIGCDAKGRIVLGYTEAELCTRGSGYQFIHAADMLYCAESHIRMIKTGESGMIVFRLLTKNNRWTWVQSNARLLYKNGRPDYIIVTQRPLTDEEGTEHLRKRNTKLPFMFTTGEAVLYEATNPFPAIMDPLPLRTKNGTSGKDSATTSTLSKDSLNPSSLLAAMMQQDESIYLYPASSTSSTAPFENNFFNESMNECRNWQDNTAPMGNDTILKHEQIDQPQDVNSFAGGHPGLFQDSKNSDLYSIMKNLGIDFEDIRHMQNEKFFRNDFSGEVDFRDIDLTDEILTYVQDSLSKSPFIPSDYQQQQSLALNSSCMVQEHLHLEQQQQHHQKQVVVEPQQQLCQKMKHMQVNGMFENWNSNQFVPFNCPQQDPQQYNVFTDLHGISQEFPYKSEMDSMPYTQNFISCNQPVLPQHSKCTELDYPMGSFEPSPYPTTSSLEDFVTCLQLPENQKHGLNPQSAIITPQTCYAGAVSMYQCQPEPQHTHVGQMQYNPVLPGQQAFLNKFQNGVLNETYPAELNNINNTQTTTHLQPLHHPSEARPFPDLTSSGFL
MEP2 TOR yeast = modulators of MEP2-GFP levels in yeast, primary screen, S. cerevisiae, multiplex flow cytometry, MLPCN library. S. cerevisiae MEP2-GFP strain, 3 h; 100% = DMSO control level. GFP response vs DMSO, % at 10 µM. 330,000 tested, 0.51% active. AID 2016, 2009;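 active = GFP response versus DMSO above a set limit, roughly screen mean plus 3 SD, cut at about 180% in these data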;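 note: median GFP fluorescence of the barcode-gated MEP2-GFP cells per well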
The depositor's hits bear a star; i = inactive.

1) c1cn2c(NC3CCCC3)c(-c3ccc(N4CCOCC4)cc3)nc2cn1
2) COC(=O)c1cc(S(=O)(=O)N2CCCC2)c(Cl)cc1Cl
3) CN1CCN(S(=O)(=O)c2cccc(C(=O)Nc3cc(Cl)ccc3N3CCOCC3)c2)CC1
4) Cc1ccc(/C(O)=C2\C(=O)C(=O)N(c3cc(C)on3)C2c2cccc(Br)c2)cc1 (configuration not stated)
5) CN(C)c1ccc(CNS(=O)(=O)c2ccc3c(c2)C(C)(C)C(=O)N3C)cc1
6) O=C(NCCN1CCOCC1)c1ccc2ccccc2n1
7) COc1ccccc1CN1CC(C(=O)N(C)Cc2[nH]c3ccccc3c2C)CCC1=O (configuration not stated)
8) COc1ccc(/C=C/c2nnc(NC(=O)CC(C)C)s2)cc1
9) Cc1ccc(Cl)cc1N1CCN(S(=O)(=O)c2ccc(-c3ccc(=O)[nH]n3)o2)CC1
10) Cc1ccccc1NS(=O)(=O)c1ccc(NC(=O)c2nc3ncccn3n2)cc1
Screen / compound no.	1	2	3	4	5	6	7	8	9	10
CIT2-GFP yeast	123	88	108	92	99	107	103	103	106	99
AGP1 TOR yeast	105	86	111	97	104	109	104	105	112	102
AHR act	39	-2	-3	-1	1	13	32	23	-1	5
CR mimetic SO	103	92	98	96	111	93	96	114	91	114
LAP4-GFP MLPCN	101	80	112	104	100	94	102	106	108	93
Efflux pump inh	0.0	-0.2	-0.1	0.1	0.2	-0.2	-0.1	0.1	-0.1	-0.1
RPL19A-GFP yeast	103	95	106	98	100	104	102	95	103	99
MEP2 TOR yeast	96	87	108	97	100	105	99	91	107	107

An excerpt of these results, with values under each structure:
Results follow in this order: CIT2-GFP yeast	AGP1 TOR yeast	AHR act	CR mimetic SO	LAP4-GFP MLPCN	Efflux pump inh	RPL19A-GFP yeast	MEP2 TOR yeast
5	CN(C)c1ccc(CNS(=O)(=O)c2ccc3c(c2)C(C)(C)C(=O)N3C)cc1
 : 99	104	1	111	100	0.2	100	100
6	O=C(NCCN1CCOCC1)c1ccc2ccccc2n1
 : 107	109	13	93	94	-0.2	104	105

(list continues)
11) O=C(Nc1ccc(Cl)cc1Cl)c1ccc(-c2ccccc2)cc1
12) N=c1c2c(ncn1CCCO)Oc1cc(O)ccc1C2c1ccccc1 (configuration not stated)
13) CCC(=O)c1ccc(OCC(=O)OCC(=O)NCc2cccs2)cc1
14) COc1ccc(/C=C(\NC(=O)c2ccc(OC)c(OC)c2)C(=O)NCCc2c[nH]c3ccccc23)cc1
15) CCCOc1ccc(/C=N/NC(=O)c2c(-c3ccccc3)noc2C)cc1OC
16) COC(=O)NC(=S)N1CCOCC1
17) CCN(c1ccccc1)S(=O)(=O)c1ccc(F)cc1
18) O=C(c1cc2nc(-c3cccs3)cc(C(F)(F)F)n2n1)N1CCCc2ccccc21
19) CCOc1cc(C2c3c(oc4ccccc4c3=O)C(=O)N2c2nccs2)ccc1O (configuration not stated)
20) C(=N\Nc1nc(N2CCCC2)nc(N2CCCC2)n1)/c1ccncc1
Screen / compound no.	11	12	13	14	15	16	17	18	19	20
CIT2-GFP yeast	97	89	100	95	101	101	101	90	119	107
AGP1 TOR yeast	109	103	104	108	101	97	99	92	113	109
AHR act	-2	-2	-1	14	13	0	-1	4	6	28
CR mimetic SO	104	81	103	107	95	95	98	108	115	82
LAP4-GFP MLPCN	104	109	98	105	103	98	109	84	96	111
Efflux pump inh	0.0	0.0	0.0	0.0	0.0	0.1	-0.1	0.7*	0.0	0.0
RPL19A-GFP yeast	107	95	100	102	99	104	101	92	109	105
MEP2 TOR yeast	108	99	99	100	100	126	105	85	110	106

Sorted by length of the SMILES (falling): some entries from above
13) CCC(=O)c1ccc(OCC(=O)OCC(=O)NCc2cccs2)cc1
12) N=c1c2c(ncn1CCCO)Oc1cc(O)ccc1C2c1ccccc1 (configuration not stated)
16) COC(=O)NC(=S)N1CCOCC1
Screen / compound no.	13	12	16
CIT2-GFP yeast	100	89	101
AGP1 TOR yeast	104	103	97
AHR act	-1	-2	0
CR mimetic SO	103	81	95
LAP4-GFP MLPCN	98	109	98
Efflux pump inh	0.0	0.0	0.1
RPL19A-GFP yeast	100	95	104
MEP2 TOR yeast	99	99	126

Further entries
21) COc1ccc(-c2sc3ccc(N4CCOCC4)cc3c2C#CC(C)(C)O)cc1
22) Cc1ccc(N(CC(=O)NCc2ccccc2Cl)S(=O)(=O)c2c(C)noc2C)cc1
23) Cc1ccc(-c2csc(NC(=O)c3ccc(C)o3)n2)cc1
24) Cc1cc(=O)[nH]c(SCC(=O)Nc2ccccc2C)n1
25) Cc1ccc(S(=O)(=O)N2CC=C(c3c(C)n(C)c4ccccc34)CC2)cc1
26) O=C1CC(c2ccccc2)n2ncnc2N1 (configuration not stated)
27) CCOC(=O)c1ccc(NC(=O)c2cc(F)c(F)cc2Cl)cc1
28) N#Cc1nc(Cc2cccc3ccccc23)oc1NCCCn1ccnc1
29) CCS(=O)(=O)N1CCC(N2CCC(C)CC2)CC1
30) CCN(CC)c1ccc(S(=O)(=O)N2CCOCC2)cc1NC(=O)CN1C(=O)NC2(CCCC2)C1=O
Screen / compound no.	21	22	23	24	25	26	27	28	29	30
CIT2-GFP yeast	93	103	110	108	102	110	91	103	84	98
AGP1 TOR yeast	95	103	92	111	101	105	99	107	105	94
AHR act	49*	6	16	1	12	0	-2	38	2	0
CR mimetic SO	103	93	95	104	99	i	95	75	98	103
LAP4-GFP MLPCN	92	114	106	104	94	97	102	102	98	95
Efflux pump inh	0.1	-0.1	-0.1	0.0	-0.5	-0.1	0.0	-0.1	-0.1	0.6
RPL19A-GFP yeast	94	96	101	104	103	103	97	101	97	102
MEP2 TOR yeast	86	96	97	101	103	103	95	105	96	103

31) O=C(Nc1cccc(F)c1)N1CC=C(n2c(=O)[nH]c3ccccc32)CC1
32) COc1ccc(NC(=O)N2CCc3ccccc32)cc1
33) CN(Cc1cc(-c2ccccc2)on1)C(=O)c1cc(COc2c(F)cccc2F)on1
34) CCOc1ccc(S(=O)(=O)NCCC(=O)NCC2COc3ccccc3O2)cc1 (configuration not stated)
35) Cc1sc2nc(SCC(=O)NCc3ccco3)n(Cc3ccccc3)c(=O)c2c1C
36) O=C(c1ccco1)N1CCN(CCCCOc2cccc3ccccc23)CC1
37) Cc1cccc(C(=O)Oc2c(Br)cc(Br)cc2/C=N/NC(=O)c2ccncc2)c1
38) COC(=O)C1=C(C)NC2=C(C(=O)CCC2)C1c1coc2ccccc2c1=O (configuration not stated)
39) COc1ccc(-c2csc(-c3[nH]cnc3N)n2)cc1
40) Cc1ccc(NC(=O)COc2cccc(-n3cnnn3)c2)cc1S(=O)(=O)N1CCOCC1
Screen / compound no.	31	32	33	34	35	36	37	38	39	40
CIT2-GFP yeast	103	96	91	96	115	104	105	90	99	88
AGP1 TOR yeast	32	99	99	97	89	95	103	94	101	93
AHR act	-1	16	3	-2	1	7	-3	13	3	0
CR mimetic SO	99	117	105	100	124	87	107	100	94	85
LAP4-GFP MLPCN	100	105	108	95	86	85	98	91	103	90
Efflux pump inh	0.4	0.0	0.2	-0.2	0.1	0.3	0.0	-0.2	0.0	0.2
RPL19A-GFP yeast	100	97	93	97	99	102	99	96	99	96
MEP2 TOR yeast	120	102	97	95	95	101	103	98	99	92

41) O=C(COC(=O)/C=C/c1cccs1)Nc1ccc(Cl)cc1F
42) O=C(Oc1c(CN2CCOCC2)cc(Cl)c2cccnc12)c1ccccc1F
43) COC(=O)c1ccccc1NC(=S)N1CCN(C2CCCCC2)CC1
44) Cc1cc(C)n(C(=O)COc2c(C)cccc2C)n1
45) O=C(Nc1c(F)cccc1F)c1ccc2c(c1)CCN2S(=O)(=O)c1ccccc1
46) O=C(NNc1nc2ccccc2o1)c1ccccc1
47) O=C(Nc1cc(N2CCOCC2)ncn1)c1ccc(F)cc1
48) CSc1cccc(NC(=O)Nc2ccccc2)c1
49) CC(=O)CC1OC(=O)C(Br)=C1NCc1ccccc1 (configuration not stated)
50) COc1ccc(NC(=O)Nc2nnc(-c3cccs3)s2)cc1
51) CCCOc1ccc(Cc2c(O)nc(SC)[nH]c2=O)cc1
52) O=C(Nc1ccc(OC(F)(F)F)cc1)Nc1cccnc1
Screen / compound no.	41	42	43	44	45	46	47	48	49	50	51	52
CIT2-GFP yeast	101	108	103	100	95	100	105	101	106	79	91	92
AGP1 TOR yeast	98	104	103	107	97	103	99	92	106	104	86	101
AHR act	-1	8	2	1	-1	-6	7	4	1	90*	17	38
CR mimetic SO	100	110	89	91	86	98	94	103	112	103	100	107
LAP4-GFP MLPCN	88	103	106	111	94	104	96	97	103	91	85	98
Efflux pump inh	-0.2	-0.1	-0.2	-0.1	0.2	-0.1	-0.1	0.1	-0.1	-0.1	0.1	0.1
RPL19A-GFP yeast	101	101	99	102	96	100	104	99	105	97	95	109
MEP2 TOR yeast	88	99	99	105	98	90	104	101	111	93	105	114

Records above that bear a hit mark in AHR act:
No. | molecule | CIT2-GFP yeast | AGP1 TOR yeast | AHR act | LAP4-GFP MLPCN | Efflux pump inh | RPL19A-GFP yeast | MEP2 TOR yeast
21 | COc1ccc(-c2sc3ccc(N4CCOCC4)cc3c2C#CC(C)(C)O)cc1 | 93 | 95 | 49* | 92 | 0.1 | 94 | 86
50 | COc1ccc(NC(=O)Nc2nnc(-c3cccs3)s2)cc1 | 79 | 104 | 90* | 91 | -0.1 | 97 | 93
